# CASP6 VEID inh: inhibitors of human caspase-6; P55212; purified caspase-6, Z-VEID-R110 cleavage fluorescence; inhibition, % at 12.5 µM; 0.53% of 350,000 active; AID 686996;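 active = mean inhibition across replicates at least about 35%, with every replicate also reaching that limit, limit read from the data; inconclusive = only one of the two criteria met; inactive = neither criterion met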;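 also: 0% = median of neutral control wells and 100% = no fluorescence left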
# Target sequence (P55212 24-179 limits assumed): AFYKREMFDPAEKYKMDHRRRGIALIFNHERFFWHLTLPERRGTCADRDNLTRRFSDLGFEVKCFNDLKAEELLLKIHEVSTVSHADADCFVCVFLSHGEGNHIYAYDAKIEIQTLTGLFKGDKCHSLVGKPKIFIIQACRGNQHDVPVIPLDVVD
# Target sequence (P55212 194-293 limits assumed): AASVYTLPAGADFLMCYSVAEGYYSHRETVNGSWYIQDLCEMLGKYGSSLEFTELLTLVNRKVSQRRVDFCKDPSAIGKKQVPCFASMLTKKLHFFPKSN
# PglD DTNB: inhibitors of Campylobacter jejuni PglD acetyltransferase; purified PglD enzyme, DTNB colorimetric CoA detection; inhibition, % at 12.5 µM; 0.098% of 360,000 active; AID 602405; in the data active = inhibition above about 16%, passing the limit was not always enough; inconclusive = no clear call, values can overlap the other calls; also: strong numbers were not always called active
# RAD52 anneal inh: inhibitors of human RAD52 DNA annealing; recombinant RAD52 DNA annealing, FRET fluorescence; inhibition, % at 18.7 µM; AID 651710; 0.46% of 360,000 active;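 active = every replicate showing at least 50% inhibition; inconclusive = mean inhibition at least 50% but not in every replicate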
# E-selectin induc: E-selectin induction on HUVECs; activation, % at 7.58 µM; P16581; 0.37% of 260,000 active; HUVEC E-selectin immunofluorescence imaging; normalized: neutral wells 0, TNF-alpha wells 100;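 active = mean E-selectin-positive cell signal at least 10% of the positive control, reached in at least 60% of replicates, without over 20% cell loss; inconclusive = no rule given, readout overlaps actives, possibly toxicity-flagged; inactive = the rest, including those meeting only one limit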;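 also: in these data hits start at about 27%; measured in HUVEC primary endothelial cells; signal is the percent of cells scored E-selectin positive by PE staining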
# Target sequence (P16581 whole entry, looked up): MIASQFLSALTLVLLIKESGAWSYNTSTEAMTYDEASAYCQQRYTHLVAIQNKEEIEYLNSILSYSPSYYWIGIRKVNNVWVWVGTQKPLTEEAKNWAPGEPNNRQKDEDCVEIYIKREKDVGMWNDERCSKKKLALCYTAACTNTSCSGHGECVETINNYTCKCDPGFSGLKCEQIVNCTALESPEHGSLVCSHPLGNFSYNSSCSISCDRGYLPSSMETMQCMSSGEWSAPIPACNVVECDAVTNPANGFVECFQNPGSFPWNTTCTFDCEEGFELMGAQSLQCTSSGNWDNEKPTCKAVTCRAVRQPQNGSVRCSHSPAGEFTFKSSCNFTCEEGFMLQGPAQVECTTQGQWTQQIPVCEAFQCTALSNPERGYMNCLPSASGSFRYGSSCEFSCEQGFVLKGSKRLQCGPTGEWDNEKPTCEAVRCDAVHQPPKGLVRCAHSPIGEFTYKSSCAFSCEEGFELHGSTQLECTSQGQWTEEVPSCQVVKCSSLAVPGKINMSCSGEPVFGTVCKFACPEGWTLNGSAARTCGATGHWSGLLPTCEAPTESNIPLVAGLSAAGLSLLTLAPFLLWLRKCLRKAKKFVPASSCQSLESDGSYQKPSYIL
#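 Material: HUVEC primary endothelial cells; Amount: 3,000 cells per well; Dosing: single concentration; Medium: EGM-2 growth medium on 0.1% gelatin-coated wells; Read-out basis: percent E-selectin-positive cells; Signal: immunofluorescence imaging; Control set: TNF-alpha, DMSO.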
# RAD54 branch: RAD54 (human) branch migration inhibition; inhibition, % at 10.4 µM; RAD54 Holliday junction branch migration, FAM/BHQ fluorescence; AID 602329; 0.14% of 360,000 active;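 active = mean normalized replicate activity at least 40 and at least half of replicates scoring 40 or more; inconclusive = only one of the two criteria met; inactive = mean below 40 and under half of replicates reaching 40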;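 also: 0% = median of neutral control wells and 100% = median of positive control wells; inhibitors cause a drop in the FAM fluorescence signal; in these data hits start at about 50%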
# ARNT TACC3 PPI: ARNT/TACC3 interaction disruption; inhibition, % at 9.99 µM; AlphaScreen His-ARNT PAS-B/GST-TACC3 binding, luminescence; TACC3 fragment carries E629A point mutation; AID 623870; 0.66% of 390,000 active; Q9Y6A5;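 active = mean inhibition of replicates at least 50% and at least half of replicates each reaching 50%; inconclusive = half or more replicates reach 50% but mean below 50%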;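 also: 0% = complete ARNT plus TACC3 wells and 100% = ARNT alone without TACC3; many hits fall short of the cut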
# esBAF inh: inhibitors of esBAF chromatin remodeling in mouse ES cells. reporter increase, % at 12.5 µM. Bmi1-luciferase knock-in reporter, 24 h; 100% = twice the neutral-well signal. 2% of 350,000 active; in the data active = activation above about 40%; inconclusive = no clear call, values can overlap the other calls;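 also: 0% = median of the plate's neutral control wells and 100% = double that signal; a rise in the Bmi1 reporter signal indicates esBAF inhibition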
# ERp5 block: blocks human ERp5 reductase activity on insulin | Q15084 | ERp5 insulin aggregation, absorbance 650 nm, 90 min | inhibition, % at 9.99 µM | 0.05% of 350,000 active;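 active = mean replicate inhibition above about 25%, with every replicate also reaching it, limit read from the data, passing the limit was not always enough; inconclusive = only one of those two criteria met; inactive = neither criterion met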
# Starred values were filed as active, the others as inactive; ? = inconclusive; · = no result given.
SMILES,CASP6 VEID inh,PglD DTNB,RAD52 anneal inh,E-selectin induc,RAD54 branch,ARNT TACC3 PPI,esBAF inh,ERp5 block
O=C(Cn1c2ccccc2c(=O)c2ccccc21)Nc1cccc(F)c1,-1,·,-9,-1.7,·,7,-1,-2
COc1cccc(NC(=O)N2CC(=O)N3[C@H](CO)[C@@H](c4ccc(C#CC5CCCCC5)cc4)[C@H]3C2)c1,-1,·,-10,-0.6,·,·,·,-4
CC(=O)N1CCN(c2ccc(NC(=S)NC(=O)COc3ccc(C(C)(C)C)cc3)cc2)CC1,·,0,·,·,-3,-11,7,·
C[C@H](CO)N1C[C@H](C)[C@@H](CN(C)S(=O)(=O)c2ccccc2)Oc2ccc(NC(=O)Nc3ccccc3)cc2CC1=O,-3,5,13,0.0,0,-3,6,-2
Cc1ccnc(NC(=O)C(C)n2cc([N+](=O)[O-])cn2)c1 (centres undefined),1,-2,-14,0.0,-1,-4,-2,-8
Cc1cc(=O)n2nc(N3CCC(C(=O)NCc4ccccc4F)CC3)sc2n1,1,-4,-10,·,-3,0,-1,6
COc1ccccc1-c1ccc([C@@H]2[C@@H](C#N)N(C(=O)C3CCCCC3)[C@@H]2CO)cc1,0,1,-21,-0.2,-3,-8,7,1
C[C@@H]1CN([C@@H](C)CO)C(=O)c2cc(C#CC3CCCCC3)cnc2O[C@@H]1CN(C)C(=O)Cc1ccccn1,0,3,-12,-1.6,-6,3,6,-12
Cc1cc(C)c2ccc3c(C)c(C)n(C)c3c2n1,4,-1,-6,6.5,4,-4,0,4
COc1ccc(N=NC2=C(O)CC(C)(C)CC2=O)c(OC)c1,·,-6,·,·,-16,2,1,·
Cc1oc2cc([N+](=O)[O-])c(O)c([N+](=O)[O-])c2c1C(=O)c1ccc(Cl)cc1,15,5,3,·,-1,0,-10,4
COC(CN(C)C(=O)C1CCC(CNS(=O)(=O)c2ccccc2)CC1)OC (centres undefined),1,0,-2,0.1,4,-8,1,-1
CC(C)C(=O)Nc1ccc2c(c1)C(=O)N(C)[C@@H]1CC[C@H](CC(=O)NCc3ccccc3F)O[C@@H]1CO2,·,0,·,-0.1,-10,4,4,·
CCN(CC1CCCN(CCc2cccc(OC)c2)C1)C(=O)c1ccoc1C (centres undefined),-2,-2,-15,-0.2,-3,-4,-3,0
Cc1ccc(NC(=O)COc2ccccc2)cc1S(=O)(=O)N1CCCCC1,-2,-3,-5,·,-2,·,4,3
Cc1c(O)ccc2c(-c3ccccc3)cc(=O)oc12,3,1,-10,·,13,-8,14,-4
COc1ccc(-n2c(=O)c3ccccc3n(CC(=O)NC3CCCC3)c2=O)cc1,·,9,·,·,-5,-5,0,·
Cc1cc(=O)[nH]c(SCC(=O)Nc2ccc(F)c([N+](=O)[O-])c2)n1,0,-6,4,6.2,1,1,-11,5
C[C@H]1CN([C@@H](C)CO)C(=O)c2cc(N(C)C)ccc2O[C@@H]1CN(C)Cc1ccc(C(=O)Nc2ccccc2N)cc1,4,-2,5,0.4,-1,3,-27,4
COC(=O)[C@@]12CCCN1[C@H](c1ccc(-c3cccc(Cl)c3)c(OC)c1)[C@H]1C(=O)N(C)C(=O)[C@H]12,0,-1,-147,0.3,-9,3,-2,4
COc1ccc(Nc2cc(Nc3ccc(OC)cc3)ncn2)cc1,0,-10,-2,0.0,-11,8,2,4
CCCN1CCN(CC(=O)Nc2nnc(CC)s2)CC1,-1,-1,-16,·,0,-1,-7,-3
C/C=C/c1ccc([C@@H]2[C@@H](CO)N3CCCCN(C(=O)Nc4ccc(F)cc4)C[C@H]23)cc1,3,2,29,-0.1,?,5,-2,-2
COCCNC(=O)/C(C#N)=C/c1c(N2CCN(c3ccc(OC)cc3)CC2)nc2c(C)cccn2c1=O,4,-1,-3,·,-6,4,3,3
CC(C)(CCO)NC(=S)NC1CC2C=CC1C2 (centres undefined),-2,·,6,·,·,-12,·,-1

# Retrieved by compound from the entries so far:
SMILES,CASP6 VEID inh,PglD DTNB,RAD52 anneal inh,E-selectin induc,RAD54 branch,ARNT TACC3 PPI,esBAF inh,ERp5 block
Cc1c(O)ccc2c(-c3ccccc3)cc(=O)oc12,3,1,-10,·,13,-8,14,-4
Cc1oc2cc([N+](=O)[O-])c(O)c([N+](=O)[O-])c2c1C(=O)c1ccc(Cl)cc1,15,5,3,·,-1,0,-10,4
O=C(Cn1c2ccccc2c(=O)c2ccccc21)Nc1cccc(F)c1,-1,·,-9,-1.7,·,7,-1,-2
CC(C)(CCO)NC(=S)NC1CC2C=CC1C2 (centres undefined),-2,·,6,·,·,-12,·,-1
CC(C)C(=O)Nc1ccc2c(c1)C(=O)N(C)[C@@H]1CC[C@H](CC(=O)NCc3ccccc3F)O[C@@H]1CO2,·,0,·,-0.1,-10,4,4,·
COc1ccccc1-c1ccc([C@@H]2[C@@H](C#N)N(C(=O)C3CCCCC3)[C@@H]2CO)cc1,0,1,-21,-0.2,-3,-8,7,1

# Back to the main list, repeating the two entries before the break.
SMILES,CASP6 VEID inh,PglD DTNB,RAD52 anneal inh,E-selectin induc,RAD54 branch,ARNT TACC3 PPI,esBAF inh,ERp5 block
COCCNC(=O)/C(C#N)=C/c1c(N2CCN(c3ccc(OC)cc3)CC2)nc2c(C)cccn2c1=O,4,-1,-3,·,-6,4,3,3
CC(C)(CCO)NC(=S)NC1CC2C=CC1C2 (centres undefined),-2,·,6,·,·,-12,·,-1
Cc1ccccc1NC(=O)c1c(F)c(F)c(F)c(F)c1F,·,0,·,·,6,-3,-3,·
O=C(CN1CCN(Cc2ccccc2)CC1)N/N=C/c1ccccc1F,-2,-4,-8,0.0,5,8,·,-1
CCCCNC(=O)CSc1nc(COc2ccccc2)nc2ccccc12,-4,·,-26,-2.2,·,-3,·,-7
CCCC(C(=O)NC1CCCC1)N(C(=O)c1snc(C(N)=O)c1N)c1ccc(OCC)cc1 (centres undefined),3,-1,3,1.8,4,4,1,6
C[C@H](CO)N1C[C@H](C)[C@@H](CN(C)C(=O)Nc2ccc(F)cc2)OCCCC[C@H](C)Oc2ccc(NS(=O)(=O)c3cn(C)cn3)cc2C1=O,0,-3,13,-0.2,1,-17,-4,-1
Cc1ccc(/C=N/OC(=O)c2c(C)noc2-c2snnc2C)cc1,0,·,-7,·,·,-4,-5,8
O=c1c(-c2ccc3c(c2)OCCO3)c(C(F)(F)F)oc2cc(O)cc(O)c12,·,1,·,·,-1,-4,-1,·
CO[C@@H]1CN(C)C(=O)c2cc(NS(=O)(=O)c3ccc(C)cc3)ccc2OC[C@@H](C)NC[C@@H]1C,-1,-1,-3,-0.1,-5,-4,-1,2
COC(=O)CCNC(=O)Cc1ccc(S(=O)(=O)N2CCCCC2)s1,6,-1,-7,0.1,11,-4,-7,0
Cc1cc(N2CCCC2=O)cc(C)c1S(=O)(=O)NCCOc1ccc(C(C)(C)C)cc1,0,-5,-2,·,-3,·,·,8
CC(C)NC(=O)Nc1ccc2c(c1)C(=O)N([C@@H](C)CO)C[C@H](C)[C@H](CN(C)S(=O)(=O)c1ccc(F)cc1)OCCCC[C@@H](C)O2,0,-1,6,-0.2,5,2,0,5
C[C@H]1CN([C@@H](C)CO)C(=O)CCCn2cc(nn2)CO[C@H]1CN(C)Cc1ccc2c(c1)OCCO2,1,1,11,-0.1,1,-6,-5,-2
COC(=O)c1cc(C(=O)c2ccc(Cl)cc2Cl)cn1C,·,4,·,·,3,-4,13,·
Cc1ccc(-c2ccc(=O)n(Cc3ccc(F)cc3Cl)n2)cc1,0,14,-9,-0.3,-16,-3,-1,-4
Cc1ccc(S(=O)(=O)N[C@@H]2CC[C@@H](CC(=O)N3CCN(c4ccccc4)CC3)O[C@H]2CO)cc1,0,1,6,-1.2,6,·,3,-2
COc1ccc(/C=N/n2cnc3c(sc(=S)n3-c3ccccc3)c2=O)cc1,-3,-1,-15,0.1,5,-10,12,6
O=C(/C=C/c1ccccc1)N(Cc1cccc(Cl)c1)C1CCS(=O)(=O)C1 (centres undefined),2,·,-7,3.2,·,-6,3,4
COc1ccc(NC(=O)N(C)C[C@@H]2Oc3ccc(NC(=O)C4CCCCC4)cc3CC(=O)N([C@@H](C)CO)C[C@H]2C)cc1,-2,16,-20,0.0,-5,-3,-5,0
Cc1cc(C(=O)NCc2cccnc2)no1,·,-4,·,·,-3,-7,-8,·
COc1cccc(-n2c(SC)nnc2-c2cnccn2)c1,·,-4,·,·,-7,-3,-3,·
CCN(CC)CCOc1nc(C)nc2c1oc1ccccc12,·,-4,·,·,-16,9,5,·
C=CCN1C(=O)C(CC(=O)Nc2ccc(OCC)cc2)N(Cc2ccccn2)C1=S (centres undefined),0,·,-2,·,·,-1,3,-15
CCC(=O)N1C[C@@H](C)[C@@H](OC)CN(C)C(=O)c2ccc(NC(=O)NC(C)C)cc2OC[C@H]1C,1,-1,-7,0.0,0,3,-3,-6
CNC[C@H]1OCCCC[C@@H](C)Oc2ccc(NC(=O)C3CCCCC3)cc2C(=O)N([C@@H](C)CO)C[C@H]1C,-1,3,-49,0.0,2,8,-6,1
COCCNC(=O)[C@@H]1CSC2c3ccccc3C(=O)N21 (some centres undefined),0,3,-12,·,-2,-11,-3,-1

# Among those listed so far, these have a cyano group:
SMILES,CASP6 VEID inh,PglD DTNB,RAD52 anneal inh,E-selectin induc,RAD54 branch,ARNT TACC3 PPI,esBAF inh,ERp5 block
COc1ccccc1-c1ccc([C@@H]2[C@@H](C#N)N(C(=O)C3CCCCC3)[C@@H]2CO)cc1,0,1,-21,-0.2,-3,-8,7,1
COCCNC(=O)/C(C#N)=C/c1c(N2CCN(c3ccc(OC)cc3)CC2)nc2c(C)cccn2c1=O,4,-1,-3,·,-6,4,3,3

# (more compounds)
SMILES,CASP6 VEID inh,PglD DTNB,RAD52 anneal inh,E-selectin induc,RAD54 branch,ARNT TACC3 PPI,esBAF inh,ERp5 block
CCOC(=O)/C(C#N)=C/c1c(N2CCN(C)CC2)nc2c(C)cccn2c1=O,-1,-13,-4,·,9,-12,2,-3
N=c1c(S(=O)(=O)c2ccc(Cl)cc2)cc2c(=O)n3ccccc3nc2n1CCc1ccccc1,-1,-2,-68,·,-21,-5,-3,-7
Cc1ccc(S(=O)(=O)Nc2cccc3c2O[C@H](CN(C)S(=O)(=O)c2ccc(Cl)cc2)[C@H](C)CN([C@H](C)CO)C3=O)cc1,1,·,-9,-0.2,·,·,·,-5
COc1ccc(Cn2c(O)c(C=Nc3ccccc3)c3ccccc3c2=O)cc1,0,·,-3,0.6,·,-3,·,3
COc1cccc(C#Cc2ccc([C@@H]3[C@@H](C#N)N(C(=O)c4ccccn4)[C@@H]3CO)cc2)c1,4,-1,-8,-0.4,4,6,11,0
Cc1cccc(-n2c(C)n[nH]c2=S)c1C,·,1,·,·,-8,-8,4,·
COCC(=O)N(C)C[C@@H]1Oc2ncc(C#CC3(O)CCCC3)cc2C(=O)N([C@@H](C)CO)C[C@@H]1C,0,0,2,-0.2,-2,-3,-5,-2
Cc1nn(-c2ccccc2)c(Cl)c1/C=C(/CC(=O)O)c1nc2ccccc2s1,3,·,-17,0.1,·,-1,·,0
COc1ccc(C(=O)NC2CCN(C(=S)NCc3ccco3)CC2)cc1,3,0,-2,·,2,-2,7,-4
O=C(Cn1c(=O)cnc2ccccc21)NNC(=O)c1ccc(Cl)cc1,0,0,-9,·,-13,-3,0,2
O=c1cc(Cn2ccnc2)c2cc3c(cc2o1)CCC3,·,4,·,·,7,-3,1,·
Cc1c(C)n(C)c2ccc(C(=O)NCCc3ccco3)cc12,1,-1,-32,·,13,-1,30,0
CCOC(=O)C(NC(C)=O)(Nc1ccc(S(=O)(=O)Nc2ccncn2)cc1)C(F)(F)F (centres undefined),·,7,·,·,-19,8,-1,·

# Screens from PubChem BioAssay.
